Bioassay records deposited in PubChem by Fisher Drug Discovery Resource Center.
mcGAS RapidFire: inhibitors of mouse cGAS. Q8C6L5. recombinant mouse cGAS, cGAMP by RapidFire MS. inhibition, % at 12.5 µM. actives 0.18% (n = 130,000). AID 1259397;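 active = inhibition of cGAS enzyme activity at or above 60%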;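 also: enzyme stimulated by 45 bp dsDNA with ATP and GTP substrates; cGAMP share of summed cGAMP plus half ATP and half GTP signals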
Target sequence (Q8C6L5 whole entry, looked up): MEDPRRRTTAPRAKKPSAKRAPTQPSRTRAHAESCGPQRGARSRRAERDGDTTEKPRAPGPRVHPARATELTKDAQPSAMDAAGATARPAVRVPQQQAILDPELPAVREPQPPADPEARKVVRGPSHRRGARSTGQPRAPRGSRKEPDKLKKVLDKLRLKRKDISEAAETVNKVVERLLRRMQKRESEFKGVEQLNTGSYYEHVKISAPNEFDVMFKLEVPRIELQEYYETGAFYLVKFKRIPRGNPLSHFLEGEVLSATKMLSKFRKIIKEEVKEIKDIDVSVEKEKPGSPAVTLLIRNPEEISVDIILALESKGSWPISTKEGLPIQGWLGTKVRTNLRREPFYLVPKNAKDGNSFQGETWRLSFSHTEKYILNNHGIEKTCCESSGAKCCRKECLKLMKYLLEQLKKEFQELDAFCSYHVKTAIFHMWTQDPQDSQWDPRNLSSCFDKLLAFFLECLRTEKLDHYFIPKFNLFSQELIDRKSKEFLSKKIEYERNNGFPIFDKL
An asterisk follows results filed as active; & = joins results of further samples.

canonical_smiles,mcGAS RapidFire
COC1c2c(c(-c3ccccc3)nn2-c2ccccc2)-c2nc3ccccc3n21 (stereo unspecified),-6.6
CCc1ccc(CC)c(-c2csc(N)n2)c1,-8.3
COc1cc(C(=O)NCCCCc2nc(C)cs2)ccc1O,-9.4
COc1ccc(CNCCCn2nc(C)cc2C)cc1,-8.9
O=C(O)CCc1nc2ccccc2s1,3.5
CC1(C(=O)NCc2ccc(S(C)(=O)=O)cc2)CC1(Cl)Cl (stereo unspecified),-17.1
O=C(NN1CCOCC1)c1ccc(Oc2ccc(F)cc2)cc1,7.9
O=C(NCc1ccccc1)N1CCn2cccc2C1c1cccnc1 (stereo unspecified),-3.8
CC(C)C(NC(=O)c1ccc2cn[nH]c2c1)c1cccs1 (stereo unspecified),4.2
CN(CCc1ccccn1)c1ncccc1CNC(=O)c1cnn2ccccc12,-50.2
CCOc1ncccc1-c1cc(O)c(F)c(F)c1,-5.6
O=C(NCC1CCCOC1)C1(c2cccc(Cl)c2)CCCC1 (stereo unspecified),-8.7
O=[N+]([O-])c1c(Nc2cc(Cl)ccc2Cl)cc(N2CCOCC2)c2nonc12,2.1
C/C(=N/N1CCOCC1)c1c(C(F)(F)F)[nH]n(-c2nc3ccccc3s2)c1=O,-14.1
CNC(=O)Cn1cnc2c(nnn2C)c1=O,-4.8
CC(=O)N1CCN(CC(=O)N2N=C(c3ccc(F)cc3)CC2c2ccccc2)CC1 (stereo unspecified),-4.9
O=C(c1ccccn1)C1CCCN(C(=O)c2cn(C3CCCCC3)nn2)C1 (stereo unspecified),-5.8
CC1(C)CCC(NC(=O)NCCNc2ncccc2C#N)c2ccccc21 (stereo unspecified),-11.0
CNc1cncc(-c2c(OC)cccc2OC)n1,3.6
Cc1cc(CSC(C)c2ccc(OC(F)F)cc2)no1 (stereo unspecified),-6.1
CC(C)(C#N)CCCN1CCCC(CNS(N)(=O)=O)C1 (stereo unspecified),6.4
O=C(O)[C@@H]1CCCN1C(=O)CC12CC3CC(CC(C3)C1)C2,-31.6
O=C(c1csc2c1CCCC2)N1CCN(S(=O)(=O)c2ccccc2C(F)(F)F)CC1,4.5
CCCN1CCCN(c2ccc(-c3nc(Cc4ccccc4)no3)cn2)CC1,-0.7
CSc1ccccc1NC(=O)CC1Sc2ccccc2NC1=O (stereo unspecified),-2.3

The list goes on (four carried over from the part before).
canonical_smiles,mcGAS RapidFire
O=C(O)[C@@H]1CCCN1C(=O)CC12CC3CC(CC(C3)C1)C2,-31.6
O=C(c1csc2c1CCCC2)N1CCN(S(=O)(=O)c2ccccc2C(F)(F)F)CC1,4.5
CCCN1CCCN(c2ccc(-c3nc(Cc4ccccc4)no3)cn2)CC1,-0.7
CSc1ccccc1NC(=O)CC1Sc2ccccc2NC1=O (stereo unspecified),-2.3
Cc1cc(Cl)ccc1OC(C)C(=O)NCc1cccnc1-n1ccnc1 (stereo unspecified),-13.5
COCCN1C(=O)COCc2ccc(-c3ccccc3C)cc21,-3.4
O=C(/C=C/c1cccs1)N(CCN1CCOCC1)c1nc2ccc(F)cc2s1,-4.2
CCCC1(C(=O)NCCS(=O)C(C)(C)C)CCC1 (stereo unspecified),3.1
Cc1cccc(C(=O)NCCc2cc3ccc(C)c(C)c3[nH]c2=O)c1,-7.9
CC1=CC(C)(C)N(C(=O)CSc2nccc(C)n2)c2ccc(C)cc21,-6.2
CCCC(=O)NCCc1nc2ccccc2n1CC,-7.3
CC(C)CC(C)n1nccc1NC(=O)c1cncc(Br)c1 (stereo unspecified),-6.4
CC(C)(Oc1ccc(Cl)cc1)C(=O)O,1.5
CCc1nc(Sc2ccc(C(F)(F)F)cn2)n[nH]1,-11.0
C=CCNC(=O)CN1CCN(C(=O)Nc2ccc(C(C)C)cc2)CC1,-6.5
COc1ccc(CNC(=O)c2sc(=O)n(Cc3ccccc3F)c2C)cc1,-7.0
O=C(Nc1ccc(-c2noc(-c3ccc(F)cc3)n2)cc1)c1ccco1,-6.0
COC(=O)c1ccc2c(c1)N(Cc1ccccc1Cl)C(=O)C(C)O2 (stereo unspecified),40.7
Cn1nnc2c(SCc3ccccn3)ncnc21,3.5
COc1ccc(OCC(O)Cn2c(C(C)C)[n+](C)c3ccccc32)cc1 (stereo unspecified),-40.3
NS(=O)(=O)c1ccc(NC(=O)NC2CCC3CCCCC3C2)cc1 (stereo unspecified),26.6
CCCCn1c(=O)c2c(nc3n(CCCOC)c(C)c(C)n23)n(C)c1=O,-10.9
Cc1cc2n(n1)CCN(Cc1cc3n(n1)CCCNC3)C2,-24.8
COc1cccc(-n2c(=O)[nH]c3c(C(N)=O)nc(-c4cccc(O)c4)nc32)c1,-2.1
O=C1CN(CCc2ccccc2F)C2CS(=O)(=O)CC2N1c1ccccc1 (stereo unspecified),-3.8
COCCC(=O)N1CCC(N2CCC(C(=O)NCCc3ccccc3)CC2)CC1,-8.0
C=CCN(CC=C)C(=O)CSc1nc2scc(-c3ccc(F)cc3)c2c(=O)n1C,11.1
O=S1(=O)NC(=NCC2CC3c4ccccc4C2c2ccccc23)c2ccccc21 (stereo unspecified),2.4
COc1ccc(C(CCN(C)C)Oc2ccc(C(=O)N3CCN(C(C)C)CC3)cc2)cc1 (stereo unspecified),-7.7
COc1cccc(-c2c(NC(=O)C3CCCCC3)oc3ccccc3c2=O)c1,0.8
CCN(CC)Cc1cc(C(=O)N2CC[C@H](CO)[C@H](O)C2)c(C)o1,-38.9
OCCN1CCN(c2nc(Nc3ccc(Cl)cc3)c3nccnc3n2)CC1,23.1
O=C(O)Cc1csc(SCc2ccncc2)n1,2.1
CCCCC(=O)Nc1c(C)nc2c(C)cccn2c1=O,-5.4
CC(C)(C)c1ccc(S(=O)(=O)NC(=O)C2(C)CCN2C(=O)C2(c3ccccc3)CC2)cc1 (stereo unspecified),-4.9
NC(=O)c1ccc(NC(=O)CCc2ccc3ccccc3n2)cc1,40.1
CC(Oc1ccc(C(C)(C)C)cc1)C(=O)Nc1ccc(S(C)(=O)=O)cc1 (stereo unspecified),2.5
COc1cc(C2Nc3ccccc3C(=O)N2Cc2ccc(C)cc2)cc(O)c1O (stereo unspecified),-3.2
COc1ccc(C(=O)N(Cc2cccnc2)c2nc3c(OC)ccc(Cl)c3s2)cc1,-8.5
CCOc1ccccc1CN1CCN(Cc2nccn2CC)CC1CCO (stereo unspecified),-1.3
CC(C)c1nc(CN(C)C(=O)N[C@H](C(=O)N[C@@H](Cc2ccccc2)C[C@H](O)[C@H](Cc2ccccc2)NC(=O)OCc2cncs2)C(C)C)cs1,-8.3&1.7
Oc1[nH]c2ccc(Br)cc2c1N=Nc1ccc(F)cc1,-4.5
COc1ccc2c(c1)-c1cc(Cl)ccc1S(=O)(=O)N2S(=O)(=O)c1ccccc1,-7.4
CCc1ccc2oc(=O)cc(CN3CCC(C(O)c4nccn4C)CC3)c2c1 (stereo unspecified),-4.1
Cc1c(C(=O)N2CC(C)OC(C)C2)c(C(F)(F)F)nn1C1CCCN(C)C1 (stereo unspecified),-5.8
Cc1nc(C(C)C)ncc1C(=O)N1C[C@@H]2[C@@H]3CC[C@@H](C3)[C@@H]2C1,-23.9
Cc1cc(C(=O)N=c2sc3cc4c(cc3n2C)OCO4)no1,-4.3
Cc1ccc(-n2c(C)nn(CN3CCN(c4ccc(F)cc4)CC3)c2=S)cc1,-8.4
Cc1cccc(C)c1NC(=O)c1ccc(N)cc1,5.1
Cc1ccccc1C(=O)N1CCN(c2ccc(-n3cccn3)nn2)CC1,-14.0
CN(C)CCN1CCN(c2cccc(N)c2)CC1,-0.1
Fc1c(CN2CCCC2)cccc1Oc1nccc2ccccc12,-9.4
O=C(O)c1coc(CN(Cc2ccc(Cl)cc2)Cc2ccco2)n1,-7.4
Cc1ccc(CNS(=O)(=O)c2c(C)noc2C)cc1,-8.1

(list continues)
canonical_smiles,mcGAS RapidFire
CCC(C)c1ccc(S(=O)(=O)NCc2nncn2C(C)C)cc1 (stereo unspecified),-15.0
CCCn1c(CN2CCCCC2CC)nc2c1c(=O)n(C)c(=O)n2C (stereo unspecified),0.1
CC1CCCCN1C1CN(Cc2ccc(S(C)(=O)=O)cc2)C1 (stereo unspecified),-14.7
Nc1cc(=O)[nH]c(SCC(=O)NC2CCCC2)n1,-6.3
CC1(C(=O)NS(=O)(=O)c2ccc(Cl)s2)CCN1C(=O)c1ccc(C2CCCCC2)cc1 (stereo unspecified),-7.3
Cc1nc(CSc2nc(C)c(C)n2C(C)C2CC3CCC2C3)oc1C (stereo unspecified),-2.0
O=C(NCCN1CCCCC1)Nc1nnc(C(F)(F)F)s1,3.3
CC(=O)N1CCC(Oc2ccc(Cl)cc2C(=O)N2CCN(CC3CC3)CC2)CC1,-4.7
N#Cc1c(Nc2ccc(Cl)cc2)n[nH]c1N,-26.9
O=C(NCCc1cccs1)C1CCCc2ccn(CCOc3ccccc3)c21 (stereo unspecified),-5.1
O=c1[nH]c(CN2CCCCCC2)nc2sc3c(c12)CCC3,-21.3
Cc1nccn1CCN(C)Cc1cc2n(n1)CCNC2,-3.6
COc1ccc(CNC(=O)N2CCN(C(=O)c3ccccc3)CC2)cc1,13.9
Cc1ccc(C2=NC3(CCCCC3)NC2=S)cc1,-5.1
O=C(c1cnccn1)N1CCc2[nH]nc(C(c3ccccc3)c3ccccc3)c2C1,-8.0
CC(=O)N1CCC[C@H]1C(=O)N1CCC(n2nccc2NC(=O)Nc2ccccc2C)CC1,0.9&1.5
COCCNS(=O)(=O)c1c[nH]c(C(=O)OC)c1,-9.8
Cc1ccccc1CN1CCN(C(=O)NCc2ccccc2F)CC1,-8.7
Cn1cc(C#N)c(=O)n(CC(=O)N(Cc2ccccc2)CC(F)(F)F)c1=O,-4.1
CC(C)N1CCN(C(=O)c2cc(CN3CCC(O)CC3)on2)CC1C (stereo unspecified),-2.6
CC(C)c1cc(C(=O)N(Cc2ccc3c(c2)OCO3)C2CC2)n(C)n1,-20.1
COC1(C)CC(NC(=O)CCOCC(F)(F)F)C1(C)C (stereo unspecified),-3.9
CCOc1ccccc1CN1CCN(Cc2ccc(F)c(F)c2)CC1CCO (stereo unspecified),-3.5
CCSC1CCCCN(Cc2nccn2C)C1 (stereo unspecified),6.7
CCOc1c(CNCc2ccco2)cc(Br)cc1OC,-3.7
O=[N+]([O-])c1ccccc1/C=N\N1CCN(c2ccncc2S(=O)(=O)N2CCCCC2)CC1,-8.8
O=c1cc(CN2CCCC(CCc3c(F)cccc3F)C2)[nH]c(=O)[nH]1 (stereo unspecified),-12.6
CC(C)C(NS(=O)(=O)c1cccc(Cl)c1)C(=O)N1CCN(c2ccccc2)CC1 (stereo unspecified),-4.6
Cc1cccc(C(O)c2ncc(-c3ccc(F)cc3)[nH]2)c1C (stereo unspecified),-7.1
Cc1ccc(-n2nnnc2SCc2nc(-c3ccccc3)no2)c(C)c1,-0.6
CC(=O)ON=C1CC(C)(C)NC(C)(C)C1,-2.4
CCOC(=O)C1=C(C)N=C2SCC(=O)N2C1c1ccc(OC)cc1OC (stereo unspecified),-7.8
CSCCCNC(=O)Cn1nnnc1CN1CCCC1,3.3
Cc1ccccc1CC1(CO)CCCN(C(=O)Cn2nc3ccccc3n2)C1 (stereo unspecified),-19.3
CC1=NC2=C(C(=O)CCC2)C(c2ccc(C)o2)C1C(=O)OC1CCCCC1 (stereo unspecified),-9.9
Nc1ccc2oc(-c3ccc(I)cc3)nc2c1,2.3
CN(C)c1cc(C(=O)Nc2ccc(C(=O)N3CCCCCC3)cc2)ccn1,-12.9
c1ccc2c(c1)CCCC2NCc1cn[nH]c1-c1cc2ccccc2o1 (stereo unspecified),-9.3
CCC(OC)C(=O)N(c1ccc(C#N)cc1C)C1CC1 (stereo unspecified),-3.6
Cc1ncsc1CCC(=O)N1CCc2onc(-c3ccccc3F)c2C1,-4.6
Brc1cnc2nc(-c3ccccc3)c(-c3ccccc3)nc2c1,3.1
O=c1cccc2n1CC1CC2CN(c2nc(NCC3CCCO3)nc(N3CCOCC3)n2)C1 (stereo unspecified),-10.9
O=C(CCC1CCCCC1)N=C1N=C2N=CC=CN2Cc2ccccc21,-9.2
CCN(CC)CCNc1nc2ccc(F)cc2s1,-29.9
Cc1cccc(C(=O)NC2CC(=O)N(CCN3CCOCC3)C2)c1 (stereo unspecified),1.3
c1ccc(-c2csc(CNC3CCN(c4ncccn4)CC3)c2)cc1,-1.0
O=C(NS(=O)(=O)c1ccc(Cl)nc1)c1ccc(COCC(F)(F)F)cc1,-0.3
COc1cccc(C(=O)Cn2nc(-c3ccc(F)cc3)oc2=O)c1,-7.0
COc1cccc(CCc2ccccc2OCC[C@@H]2C[C@@H](O)CN2C)c1,-2.9
COc1ncc(CN2CCC(C3CCN(c4ncccn4)CC3)C2)cn1 (stereo unspecified),-6.0

The listing continues.
canonical_smiles,mcGAS RapidFire
O=c1[nH]c(SCc2ccccc2)nc2c1cnn2CCO,-35.7
CCCn1ccnc1SC(C)C(=O)NC(=O)NC (stereo unspecified),-0.2
CC(C)=CCn1c(C(=O)NCC2CC2)cc2sccc21,-9.2
CCCCCCCCCSc1nc2c(c(=O)[nH]c(=O)n2C)n1CCOC,1.6
COCCn1c(C)cc(O)c(C(c2ccc(OC)cc2)N2CCN(c3ccccc3)CC2)c1=O (stereo unspecified),-4.3
CCOC(=O)c1c(N2CCCC2=O)sc(C)c1CC,-1.5
CN(Cc1cnn(C)c1)C(=O)C1CCCN(C(=O)Nc2ccccc2)C1 (stereo unspecified),-5.6
Cc1ccc(-n2c(=O)[nH]c3nc(N4CCOCC4)sc3c2=O)cc1,-3.6
CCOC(=O)CN1CCN(c2cccc(Br)c2)C(=O)C1C (stereo unspecified),-7.2

An excerpt. The share of hits here may be higher or lower than overall.
